Source: PubChem (The Scripps Research Institute Molecular Screening Center)
TAAR1 ag: human TAAR1 agonism | actives 0.99% (n = 360,000) | CHO RD-HGA16 TAAR1, Fluo-8 calcium fluorescence; vehicle wells 0%, saturating PEA agonist 100% | activation, % at 3 µM;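 active means activation above the mean activation of all test compounds in the run plus 3 SD, cut at about 38% in these data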
Target sequence (Q96RJ0 whole entry, looked up): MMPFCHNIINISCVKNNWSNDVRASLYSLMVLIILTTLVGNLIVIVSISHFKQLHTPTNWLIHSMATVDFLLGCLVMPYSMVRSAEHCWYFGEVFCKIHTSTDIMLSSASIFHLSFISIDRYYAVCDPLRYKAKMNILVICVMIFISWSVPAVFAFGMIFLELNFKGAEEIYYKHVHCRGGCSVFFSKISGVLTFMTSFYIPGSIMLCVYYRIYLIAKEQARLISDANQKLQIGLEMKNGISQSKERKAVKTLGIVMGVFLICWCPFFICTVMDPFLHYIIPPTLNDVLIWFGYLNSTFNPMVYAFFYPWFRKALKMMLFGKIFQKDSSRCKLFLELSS
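Test system: RD-HGA16 (CHO) cells co-expressing Gα16 and hTAAR1 / Benchmarks: DMSO vehicle as 0%, PEA at EC100 as 100% / Repeats: no replicates (n 1) / Measure: % activation from peak over basal fluorescence ratio, DMSO-to-PEA scaled / Timing: 17-24 h plating, Fluo-8 75 min 37 °C, 30 min RT / Technique: kinetic Fluo-8 calcium fluorescence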
CHRM1 agonist: activates human CHRM1 receptor. CHO-K1 hM1, Fluo-8 calcium fluorescence, agonist mode; 0% DMSO, 100% acetylcholine EC100. AID 588814. actives 0.33% (n = 360,000). activation, % at 3 µM. P11229;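 active means activation above the run's mean compound activation plus 3 SD, cut at about 16% in these data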;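 further: peak over basal fluorescence ratio within a 140 s kinetic read after compound addition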
Target sequence (P11229 whole entry, looked up): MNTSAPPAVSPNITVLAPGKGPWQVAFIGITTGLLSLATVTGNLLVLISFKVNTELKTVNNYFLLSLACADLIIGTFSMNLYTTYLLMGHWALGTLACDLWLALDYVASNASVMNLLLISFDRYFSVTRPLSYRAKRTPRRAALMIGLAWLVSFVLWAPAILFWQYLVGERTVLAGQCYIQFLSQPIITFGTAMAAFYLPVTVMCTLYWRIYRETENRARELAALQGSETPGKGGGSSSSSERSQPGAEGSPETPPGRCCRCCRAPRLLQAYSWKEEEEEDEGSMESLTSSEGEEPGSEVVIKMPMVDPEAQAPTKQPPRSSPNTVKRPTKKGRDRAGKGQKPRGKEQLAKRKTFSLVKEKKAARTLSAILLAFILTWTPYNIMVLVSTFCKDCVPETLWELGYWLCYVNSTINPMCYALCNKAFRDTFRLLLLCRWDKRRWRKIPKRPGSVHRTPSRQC
CHO-K1 Ca antag: nonselective inhibitor or artifact in parental CHO-K1 cells. AID 602250. actives 0.6% (n = 360,000). ATP-induced calcium, Fluo-8 fluorescence. inhibition, % at 3 µM;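 active means inhibition above a per-plate cutoff, the plate's mean sample inhibition plus 3 SD, cut at about 24% in these data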;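 further: 0% = DMSO plus EC80 ATP and 100% = DMSO alone without ATP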
M1 PAM parental: nonselective activator or artifact in parental CHO-K1 calcium assay | ATP EC20, Fluo-8 calcium fluorescence; 0% at ATP EC20, 100% at ATP max | activation, % at 3 µM | actives 0.02% (n = 360,000);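 active means activation above the run cutoff, the mean activation of all test compounds plus 3 SD, cut at about 40% in these data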;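 further: peak over basal fluorescence ratio in a 140 s read after ATP addition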
M1 ag parental: counter-screen for M1 agonists: effect in parental CHO-K1 cells. Fluo-8 calcium fluorescence; scaled to maximal ATP response, vehicle zero. activation, % at 3 µM. actives 0.48% (n = 360,000). AID 602248; in the data active means activation above about 15%;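 further: untransfected CHO-K1 host cells lacking M1 receptor as counterscreen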
CHRM1 PAM: positive allosteric modulators of human M1 muscarinic receptor; CHO-K1 hM1, Fluo-8 calcium fluorescence, ACh EC20; 0% = ACh EC20, 100% = maximal ACh; activation, % at 3 µM; actives 0.088% (n = 360,000); in the data active means activation above about 19%, passing the limit was not always enough
M1 antag: antagonists of human M1 muscarinic receptor. AID 588852. P11229. inhibition, % at 3 µM. CHO-K1 hM1, Fluo-8 calcium fluorescence, ACh EC80 antagonist. actives 1.3% (n = 360,000);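 active means percent inhibition above its own plate's cutoff, namely the mean of that plate's compound wells plus 3 SD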;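 further: peak over basal fluorescence ratio during 140 s after agonist addition; 0% = ACh EC80 plus DMSO and 100% = DMSO alone without agonist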
CHO parental Ca: counter-screen: ATP calcium response change in parental CHO cells | parental CHO-K1, ATP-induced calcium, Fluo-8 fluorescence | inhibition, % at 5.6 µM | actives 0.63% (n = 330,000) | AID 463079;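 active means inhibition above that plate's mean sample inhibition plus 3 SD, cut at about 26% in these data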;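 further: 0% = ATP-challenged DMSO wells and 100% = DMSO wells without ATP; some compounds past the cut are filed as inactive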
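Test system: parental CHO cells; detection: calcium-sensitive Fluo-8 fluorescence; evaluation: percent inhibition of calcium signal; also added: ATP as calcium-mobilizing challenge; repeats: one well per compound; control set: ATP-challenged DMSO wells low, unchallenged DMSO wells high; compound: single nominal dose of 5.6 µM per compound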
TAAR1 antagonist: antagonists of human TAAR1; Q96RJ0; CHO RD-HGA16 TAAR1, Fluo-8 calcium fluorescence, antagonist; inhibition, % at 3 µM; actives 1.5% (n = 360,000); AID 624466;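 active means inhibition above a per-plate cutoff, the mean inhibition of test compounds on that plate plus 3 SD, cut at about 49% in these data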;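 further: 0% = DMSO plus EC80 beta-PEA response and 100% = DMSO alone without agonist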
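Assay system: CHO-derived RD-HGA16 cells stably expressing human TAAR1 plus Gα16. Timing: 140 s kinetic read after compound, 140 s after agonist. Technique: kinetic Fluo-8 calcium fluorescence measurement. Measure: % inhibition of agonist calcium response.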
Active calls of the source: *; . = not tested or not shown.

Preview, three compounds:
Key to letters: A = TAAR1 ag; B = CHRM1 agonist; C = CHO-K1 Ca antag; D = M1 PAM parental; E = M1 ag parental; F = CHRM1 PAM; G = M1 antag; H = CHO parental Ca; I = TAAR1 antagonist
> CC(C)C(C(=O)Nc1ncn[nH]1)N1C(=O)c2ccccc2C1=O (stereo not given)
  A: 4	B: -3	C: 8	D: -6	E: 0.1	F: 14	G: -9	H: -7	I: -15

> O=C(NC(=S)N1CCN(c2ccccn2)CC1)c1ccccc1
  A: -2	B: -5	C: -6	D: 23	E: 0.3	F: 7	G: 0	H: -1	I: 9

> CCOc1ccc(NC(=O)CN(C)C(=O)c2ccccc2Cc2ccccc2)cc1OCC
  A: 11	B: -2	C: 1	D: -5	E: 3.8	F: -7	G: 4	H: -27	I: 33

Results, from the first entry:
Key to letters: A = TAAR1 ag; B = CHRM1 agonist; C = CHO-K1 Ca antag; D = M1 PAM parental; E = M1 ag parental; F = CHRM1 PAM; G = M1 antag; H = CHO parental Ca; I = TAAR1 antagonist
> CC(C)C(C(=O)Nc1ncn[nH]1)N1C(=O)c2ccccc2C1=O (stereo not given)
  A: 4	B: -3	C: 8	D: -6	E: 0.1	F: 14	G: -9	H: -7	I: -15

> O=C(NC(=S)N1CCN(c2ccccn2)CC1)c1ccccc1
  A: -2	B: -5	C: -6	D: 23	E: 0.3	F: 7	G: 0	H: -1	I: 9

> CCOc1ccc(NC(=O)CN(C)C(=O)c2ccccc2Cc2ccccc2)cc1OCC
  A: 11	B: -2	C: 1	D: -5	E: 3.8	F: -7	G: 4	H: -27	I: 33

> Cc1c(NC(=O)C2(c3ccccc3)CCCC2)c(=O)n(-c2ccccc2)n1C
  A: 4	B: -4	C: 3	D: 15	E: 1.4	F: 10	G: -29	H: 1	I: -4

> COc1cc(/C=N/Nc2snc(SC)c2C#N)cc(OC)c1OC
  A: 6	B: -2	C: -4	D: 8	E: 0.3	F: 7	G: -13	H: -8	I: -5

> O=C(COC(=O)c1ccccc1)Nc1cc(S(=O)(=O)N2CCCCCC2)ccc1Cl
  A: 2	B: -3	C: 17	D: -12	E: -0.6	F: -7	G: 23	H: -5	I: 17

> Cc1c(Cl)cccc1NC(=O)CCN1CCN(CCO)CC1
  A: 2	B: -2	C: -7	D: 18	E: 0.3	F: 8	G: -7	H: .	I: -10

> O=C(Cn1c(=O)oc2cc(S(=O)(=O)N3CCCC3)ccc21)Nc1ccccn1
  A: 1	B: 2	C: -4	D: 7	E: 1.2	F: 14	G: -15	H: .	I: 14

> COc1cc(C2C(C#N)=C(N)Oc3c2ccc2ccccc32)ccc1OCC(=O)Nc1ccc(C)cc1 (stereo not given)
  A: 3	B: -5	C: -12	D: 10	E: 0.1	F: 3	G: 0	H: -9	I: -1

> C/C(=N/NS(=O)(=O)c1ccc(C)c(C)c1)c1ccncc1
  A: 0	B: -2	C: -13	D: 5	E: 2.1	F: 9	G: -15	H: -9	I: 1

> O=C(N/C(=C\c1cccc([N+](=O)[O-])c1)C(=O)N1CCOCC1)c1cccc(Br)c1
  A: 1	B: -3	C: -9	D: 16	E: 0.3	F: -2	G: -2	H: -7	I: 0

> CC(=O)NC(NC(=S)N1CCCCCC1)C(Cl)(Cl)Cl (stereo not given)
  A: 3	B: -5	C: 12	D: -7	E: 0.0	F: 4	G: -11	H: -6	I: 8

> O=C(NNC1CC(=O)N(c2ccc(Cl)cc2)C1=O)c1ccccn1 (stereo not given)
  A: 5	B: -6	C: -5	D: 9	E: 1.2	F: 14	G: -12	H: -8	I: 1

> CCOC(=O)C1=CN(Cc2cccc(F)c2)S(=O)(=O)NC1c1ccc2ccccc2c1 (stereo not given)
  A: 3	B: -4	C: -12	D: 5	E: 0.9	F: 0	G: -1	H: -12	I: 23

> CC1Cc2ccccc2N1CC(=O)Nc1ccc2c(c1)OCO2 (stereo not given)
  A: 3	B: -4	C: -21	D: 10	E: 0.1	F: 3	G: -4	H: -20	I: 4

> CC(NC(=O)c1cnc2n(c1=O)CCS2)c1ccccc1 (stereo not given)
  A: 11	B: -1	C: -9	D: 22	E: 0.7	F: 5	G: -26	H: -7	I: 1

> CCCn1c(SCC(=O)Nc2c(C)cccc2C)nnc1C(C)C
  A: 6	B: -4	C: 2	D: 12	E: 0.3	F: 3	G: -6	H: -10	I: 0

> COc1ccc(C(=O)N/C(=C/c2cccs2)C(=O)NC(C)(C)C)cc1OC
  A: 9	B: -1	C: -6	D: 5	E: 0.3	F: 7	G: 3	H: -4	I: -18

> CCOc1ccccc1C(=O)N(CN1CCCC1=O)c1ccc(C)c(Cl)c1
  A: 3	B: -6	C: -9	D: -2	E: -0.2	F: 6	G: -4	H: -5	I: -7

> CCOc1ccc(C(=O)COC(C)=O)cc1
  A: 7	B: 1	C: 1	D: 17	E: 0.0	F: 12	G: -44	H: -17	I: -14

> COc1ccc(S(=O)NC2CCCCC2)c(OC)c1C (stereo not given)
  A: 12	B: -1	C: -12	D: 17	E: 0.4	F: 5	G: -5	H: -6	I: -5

> CCOC(=O)C(CC)(CC)/C(C)=N/NC(=O)CC#N
  A: 9	B: -2	C: -5	D: 1	E: 0.7	F: -4	G: 0	H: -33	I: -7

> CC(=O)c1ccccc1C(=O)NCc1cccnc1
  A: 6	B: -3	C: 0	D: 6	E: 0.1	F: 6	G: -2	H: -13	I: 2

> CC1CCCN(C(=O)c2sc3cc([N+](=O)[O-])ccc3c2Cl)C1 (stereo not given)
  A: 2	B: -4	C: -5	D: 12	E: 0.6	F: -3	G: -25	H: -29	I: 14

> Clc1ccc(-c2nc3ccccc3n2OCc2ccccc2)cc1
  A: 14	B: -5	C: -17	D: 5	E: 0.4	F: 2	G: -4	H: -15	I: -1

> COc1ccc(C2NC(=O)NC(c3ccccc3)=C2c2nc3ccccc3s2)cc1 (stereo not given)
  A: 7	B: -1	C: -8	D: 20	E: 11	F: 7	G: -3	H: -20	I: 6

> O=C(c1noc2c1CCc1ccccc1-2)N1CCCc2ccccc21
  A: 3	B: -7	C: -12	D: -5	E: 0.9	F: -4	G: 8	H: -4	I: -12

> Cn1cc(Cl)c(C(=O)OCC(=O)Nc2ccc(S(N)(=O)=O)cc2)n1
  A: -1	B: -3	C: 3	D: -1	E: 0.0	F: 5	G: 10	H: .	I: -19

> Cc1ccc2nc(C)c(C(=O)N/N=C/c3cccs3)n2c1
  A: 1	B: -3	C: 12	D: -9	E: -0.2	F: 2	G: 7	H: -13	I: 3

> O=C(Nc1cccc(O)c1)c1ccc(Br)c(S(=O)(=O)N2CCCCC2)c1
  A: 21	B: -2	C: 8	D: -9	E: 5.7	F: -7	G: 12	H: 10	I: 29

> Cc1ccc(S(=O)(=O)N2CCN(C(=O)c3ccc(Br)o3)CC2)c(C)c1
  A: 0	B: -4	C: -1	D: -23	E: 0.9	F: -7	G: 20	H: -24	I: -1

> COC(=O)c1ccc(-n2nnnc2SCC(=O)Nc2ccccc2OC)cc1
  A: 6	B: -3	C: -17	D: 19	E: 2.1	F: -2	G: -11	H: -11	I: 4

> Nn1c(SCc2cc([N+](=O)[O-])cc3c2OCOC3)nnc1-c1cccnc1
  A: 3	B: -12	C: -6	D: 9	E: 0.2	F: -1	G: 5	H: -19	I: -6

> CCN(CC)CCNC(=O)c1c(C)n(-c2ccccc2)c2cc(Br)c(OC)cc12
  A: 11	B: -2	C: 3	D: -6	E: 1.1	F: -1	G: 2	H: -8	I: -8

> COc1cccc(COC(=O)c2c(C)nn(-c3ccccc3)c2Cl)c1OC
  A: -1	B: -2	C: -15	D: 7	E: 0.7	F: -1	G: 1	H: -18	I: 13

> CCOC(=O)C1=C(c2ccccc2)NC(=O)NC1c1cc(OC)c(O)c([N+](=O)[O-])c1 (stereo not given)
  A: 4	B: -2	C: -7	D: 6	E: 0.3	F: 5	G: -5	H: -6	I: 8

> COc1ccc(C(=O)N2CCN(c3cccc(Cl)c3)CC2)cc1S(=O)(=O)NC1CC1
  A: 18	B: -1	C: 0	D: 14	E: 1.8	F: 6	G: -9	H: -10	I: 11

> CC1C(=O)C(C)C(c2ccccc2)N(N=O)C1c1ccccc1 (stereo not given)
  A: -2	B: -9	C: -12	D: 13	E: 0.3	F: -1	G: -2	H: .	I: -36

> CC(C)[C@H](NC(=O)NCc1ccc(F)cc1)C(=O)O
  A: -2	B: -2	C: -1	D: -11	E: 0.1	F: -3	G: 10	H: -2	I: 0

> Cc1n[nH]c(C)c1S(=O)(=O)N1CCC(C(=O)O)CC1
  A: 3	B: -2	C: -15	D: 4	E: 0.2	F: 4	G: -24	H: 1	I: -14

> CCOC(=O)c1c(NC(=O)CN2C(=O)N(C)C3(CCCCC3)C2=O)sc(C(=O)N(C)C)c1C
  A: 3	B: -3	C: -13	D: -3	E: 0.4	F: 7	G: -7	H: .	I: -6

> Cc1ccc(C(C2C(=O)CC(C)(C)CC2=O)C2C(=O)CC(C)(C)CC2=O)s1
  A: .	B: -1	C: -1	D: -3	E: -0.1	F: 2	G: -5	H: -14	I: .

> O=C(NCC(=O)N1CCN(c2ccccc2)CC1)c1cccs1
  A: 2	B: -2	C: 3	D: -14	E: 0.3	F: 6	G: -7	H: -5	I: -8

> OCCNc1nc(-c2ccccc2)c2cc(Cl)ccc2n1
  A: 6	B: -4	C: -19	D: 12	E: 0.2	F: 6	G: -9	H: -12	I: -5

> O=C(NNS(=O)(=O)c1ccccc1[N+](=O)[O-])c1ccc(O)cc1
  A: 5	B: -4	C: -2	D: 11	E: -0.2	F: 2	G: -4	H: 2	I: 3

> CCOC(=O)[C@@H](C)NS(=O)(=O)N(Cc1ccccc1)[C@H](C(=O)OC)C(C)C
  A: 2	B: -8	C: -4	D: 7	E: 1.2	F: 9	G: -3	H: -15	I: 7

> O=C(CCNC(=O)c1ccc([N+](=O)[O-])cc1)NNC(=O)c1ccncc1
  A: 0	B: 2	C: -11	D: 14	E: 0.3	F: 17	G: -9	H: 7	I: -10

> CCC(c1ccccc1)c1nc(-c2ccccn2)no1 (stereo not given)
  A: 10	B: -5	C: -2	D: 6	E: 0.1	F: 8	G: -2	H: -14	I: -1

> O=C(NCCCn1ccnc1)/C(=C/c1ccco1)NC(=O)c1ccccc1
  A: 1	B: -2	C: -7	D: 4	E: 4.6	F: 5	G: -4	H: -7	I: 10

> CN1CCN(CC(O)COc2ccc(Cl)cc2)CC1 (stereo not given)
  A: 3	B: -2	C: -3	D: 19	E: 1.2	F: 11	G: -10	H: -10	I: 22

> Cc1noc(C)c1C(=O)N1CCN(Cc2ccc3c(c2)OCO3)CC1
  A: 1	B: -2	C: -34	D: 12	E: -0.2	F: 17	G: -13	H: -10	I: -7

> CCS(=O)(=O)c1nc(S(=O)(=O)c2ccc(Cl)cc2)c(N2CCc3ccccc3C2)s1
  A: 3	B: -6	C: -9	D: 3	E: 0.0	F: -10	G: 12	H: -2	I: -19
